VLA-4 antagonist = inhibitors of LDV-FITC ligand binding to Mn2+-activated human VLA-4 integrin; P13612; Jurkat cells, LDV-FITC binding with Mn2+, flow cytometry; 100% = Mn2+-driven binding gain fully reversed; inhibition, % at 10 µM (by protocol); 0.2% of 24,000 active; AID 529;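 active = inhibition above 50%; inconclusive = compound itself fluorescent, judged against control cell fluorescence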;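 also: 0% = Mn2+ stimulated cells lacking compound and 100% = ligand binding without Mn2+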
Target sequence (P13612 whole entry, looked up): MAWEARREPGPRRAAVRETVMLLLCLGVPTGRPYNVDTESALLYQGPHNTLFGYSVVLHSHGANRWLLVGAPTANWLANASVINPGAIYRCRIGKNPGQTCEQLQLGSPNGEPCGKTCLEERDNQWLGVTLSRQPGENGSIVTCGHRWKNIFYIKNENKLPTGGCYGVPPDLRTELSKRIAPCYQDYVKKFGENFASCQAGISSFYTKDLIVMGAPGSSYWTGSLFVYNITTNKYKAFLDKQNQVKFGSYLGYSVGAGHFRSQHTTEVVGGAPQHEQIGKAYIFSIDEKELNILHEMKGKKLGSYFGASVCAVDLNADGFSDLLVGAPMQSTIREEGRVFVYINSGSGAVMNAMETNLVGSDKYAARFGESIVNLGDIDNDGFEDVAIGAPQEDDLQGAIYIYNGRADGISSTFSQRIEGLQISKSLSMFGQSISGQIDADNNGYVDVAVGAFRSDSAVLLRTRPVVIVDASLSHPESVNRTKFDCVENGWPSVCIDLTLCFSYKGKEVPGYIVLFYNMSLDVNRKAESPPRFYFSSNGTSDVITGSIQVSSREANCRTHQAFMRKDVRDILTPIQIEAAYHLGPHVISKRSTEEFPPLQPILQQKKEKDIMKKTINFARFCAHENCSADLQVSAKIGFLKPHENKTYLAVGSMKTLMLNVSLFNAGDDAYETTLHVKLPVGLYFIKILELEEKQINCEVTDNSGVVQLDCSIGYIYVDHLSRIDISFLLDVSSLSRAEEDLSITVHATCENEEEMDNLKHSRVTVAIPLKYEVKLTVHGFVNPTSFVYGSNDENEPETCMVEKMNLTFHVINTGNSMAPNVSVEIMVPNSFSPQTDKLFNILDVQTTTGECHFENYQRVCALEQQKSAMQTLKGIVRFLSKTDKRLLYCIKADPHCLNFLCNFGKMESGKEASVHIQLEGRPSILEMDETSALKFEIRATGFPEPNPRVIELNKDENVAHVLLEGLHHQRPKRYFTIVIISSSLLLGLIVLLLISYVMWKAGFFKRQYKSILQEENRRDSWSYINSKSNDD
Prostate diff = activators of LNCaP prostate cell differentiation. flow cytometry side scatter, 4 d. side scatter shift, % at 10 µM. 0.56% of 24,000 active. AID 795;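 active = side scatter shift above 30%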;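 also: androgen-responsive LNCaP prostate cancer cells in charcoal-stripped serum medium; percent of cells past a gate set so DMSO wells show 10% shift; higher shift means more granular cells and more differentiation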
Jurkat autofluor = compound fluoresces in Jurkat cells, VLA-4 screen interference; compound autofluorescence, flow cytometry; hits give high values; 1 = vehicle-only cell background; fluorescence ratio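 (tested at 10 µM compound in the well)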; 0.61% of 24,000 active; AID 576;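 active = fluorescence ratio above 2.44, which is 1 plus 3 SD of all ratios; inconclusive = signal too bright to measure linearly, ratio around 10 or more; inactive = fluorescence ratio below 2.44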;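 also: green fluorescence of cells measured with 488 nm excitation and 530 nm emission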
VLA-4 allo ag = allosterically activates the human VLA-4 integrin. Jurkat cells, LDV-FITC binding, flow cytometry. 24,000 tested, under 10 active. activation, % at 10 µM (by protocol). AID 528;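 active = fluorescent ligand binding to cells raised by more than 40% of the manganese-induced maximum; inconclusive = compound's own fluorescence above 85% of the ligand control signal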;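 also: 0% = ligand binding without compound and 100% = manganese-stimulated maximal binding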
The depositor's hits bear a star; ? = inconclusive. Not all compounds are listed, so the mix of outcomes need not match the whole.

1) Cc1c(C(=O)NCC2CCCO2)oc2ccc3c(c12)C(=O)CC(C)(C)O3 (stereo not drawn)
2) COc1cccc(NC(=O)Cn2cc3c(n2)CCCCC3)c1
3) COCON1C(=O)CN(C(C)=O)C1c1ccc(Cl)cc1Cl (stereo not drawn)
4) CC(c1ccco1)N(C(=O)COc1ccc(Cl)cc1Cl)c1ccccn1 (stereo not drawn)
5) CC(=O)c1cccc(NC(=O)c2cnn3ccccc23)c1
6) CCn1cc(/C=C(/C#N)S(=O)(=O)c2ccccc2)cn1
assay / compound	1	2	3	4	5	6
VLA-4 antagonist	-3	?	0	15	?	-39
Prostate diff	10	5	7	17	4	13
Jurkat autofluor	1	1.2	1	1.1	1.1	1
VLA-4 allo ag	5	?	-2	-12	?	-5

7) CN(CCC#N)C(=O)COC(=O)c1ccc(Cl)c(S(N)(=O)=O)c1
8) Cn1c(=O)c2nc(Cl)n(Cc3ccc(Cl)cc3Cl)c2n(C)c1=O
9) COc1ccc(Cl)cc1S(=O)(=O)n1cnc2ccccc21
10) Cc1cnc(NC(=O)CSc2nc3ccccc3c(=O)[nH]2)s1
11) O=C(NCC(c1cccnc1)N1CCOCC1)C1CCCCC1 (stereo not drawn)
12) COc1cc(OC)nc(NC(=O)NS(=O)(=O)c2ccc(OC(F)(F)F)cc2)n1
assay / compound	7	8	9	10	11	12
VLA-4 antagonist	-20	11	-35	-14	-14	8
Prostate diff	8	14	18	10	7	8
Jurkat autofluor	0.93	1	1	1	1	1.1
VLA-4 allo ag	6	-7	-2	-2	-5	3

13) CCOC(=O)Cc1nnc(NC(=O)c2ccccc2OCC)s1
14) CC1Cc2ccccc2N1C(=O)CCNS(=O)(=O)c1ccc2c(c1)CCC(=O)N2 (stereo not drawn)
15) O=C(O)c1cc2nc(-c3ccc(F)cc3)cc(C(F)(F)F)n2n1
16) CC(=O)Nc1ccc(N2CCN(C(C)=O)CC2)cc1
17) Cn1cc(NC(=O)c2cc(NC(=O)c3cc(NC=O)cn3C)cn2C)cc1C(=O)NCCC(=N)N
18) COc1cc(C2c3c(n[nH]c3C)C(=O)N2c2ccc(C)cc2)ccc1O (stereo not drawn)
assay / compound	13	14	15	16	17	18
VLA-4 antagonist	-26	5	-13	4	-14	-11
Prostate diff	2	5	2	2	2	6
Jurkat autofluor	0.96	1.1	1.1	1	1	1.1
VLA-4 allo ag	2	-4	1	1	1	1

19) CCn1c(CSc2nc(C)cc(C)n2)nnc1SCC(=O)Nc1ccccc1
20) Cc1cc(Nc2ccc(Br)cc2F)n2nc(C)nc2n1
21) c1ccc2c(c1)ccc1nnc(-c3ccc4c(c3)OCO4)n12
22) CSc1cccc(NC(=O)C2CCCN2S(=O)(=O)c2ccc3c(c2)CCC(=O)N3)c1 (stereo not drawn)
23) Cc1nnc(NC(=O)CSc2nnc(-c3ccc(S(=O)(=O)N4CCCC4)cc3)n2C)s1
24) COC(=O)C1(C#N)C(c2ccccc2)C1(C(=O)OC)C(=O)OC (stereo not drawn)
assay / compound	19	20	21	22	23	24
VLA-4 antagonist	-26	10	5	?	-6	-3
Prostate diff	4	6	8	11	9	19
Jurkat autofluor	1.1	1.1	1	1.2	0.97	0.98
VLA-4 allo ag	1	-5	-5	?	-2	0

Single records (already shown). Values in the order: VLA-4 antagonist, Prostate diff, Jurkat autofluor, VLA-4 allo ag
Listed for `c1ccc2c(c1)ccc1nnc(-c3ccc4c(c3)OCO4)n12` → 5, 8, 1, -5
Listed for `Cc1cc(Nc2ccc(Br)cc2F)n2nc(C)nc2n1` → 10, 6, 1.1, -5
Listed for `CCn1c(CSc2nc(C)cc(C)n2)nnc1SCC(=O)Nc1ccccc1` → -26, 4, 1.1, 1
Listed for `CSc1cccc(NC(=O)C2CCCN2S(=O)(=O)c2ccc3c(c2)CCC(=O)N3)c1` (stereo not drawn) → ?, 11, 1.2, ?
Listed for `Cc1nnc(NC(=O)CSc2nnc(-c3ccc(S(=O)(=O)N4CCCC4)cc3)n2C)s1` → -6, 9, 0.97, -2

The listing continues.
25) COc1ccccc1C(=O)n1nc(-c2ccccc2)nc1N
26) COc1ccc(NC(=O)c2ccc(-n3nc(C)c[n+]3[O-])cc2)cc1
27) CCn1c(=O)cc(OCC(=O)Nc2ccc(Cl)cn2)c2ccccc21
28) CC#CCCCC(=O)Nc1cccc(C(=O)O)c1
29) CCOC(=O)c1cc(CC)sc1NC(=O)CCC(=O)O
30) Cc1cccc(NC(=O)c2ccc(S(=O)(=O)N(C)C)cc2)n1
assay / compound	25	26	27	28	29	30
VLA-4 antagonist	-20	2	3	-13	-14	5
Prostate diff	15	6	18	1	4	11
Jurkat autofluor	0.99	1.1	0.93	1.1	1.1	0.94
VLA-4 allo ag	-6	-3	2	0	4	-2

31) O=C(NCC(=O)N1CCCC1C(=O)O)OC1CCCCC1 (stereo not drawn)
32) CC1(C)CC(=O)C(/C=N/c2ncccc2C(=O)O)=C(O)C1
33) CCOc1ccc(/C=c2\sc3nc(-c4ccco4)nn3c2=O)cc1OCC
34) Cc1[nH]c(=O)[nH]c(=O)c1S(=O)(=O)NCCOC12CC3CC(CC(C3)C1)C2
35) O=C(CSc1nnc2scc(-c3ccccc3)n12)c1ccc2c(c1)OCCO2
36) Cc1cc(NC(=O)CSc2nnc(COc3cccc(C)c3C)n2Cc2ccco2)no1
assay / compound	31	32	33	34	35	36
VLA-4 antagonist	-4	-20	10	-5	-32	0
Prostate diff	12	5	7	9	3	23
Jurkat autofluor	1	1	1.2	1	1	1.1
VLA-4 allo ag	2	5	0	0	-1	0

Of the compounds above, three have a cyano group.
6) CCn1cc(/C=C(/C#N)S(=O)(=O)c2ccccc2)cn1
7) CN(CCC#N)C(=O)COC(=O)c1ccc(Cl)c(S(N)(=O)=O)c1
24) COC(=O)C1(C#N)C(c2ccccc2)C1(C(=O)OC)C(=O)OC (stereo not drawn)
assay / compound	6	7	24
VLA-4 antagonist	-39	-20	-3
Prostate diff	13	8	19
Jurkat autofluor	1	0.93	0.98
VLA-4 allo ag	-5	6	0

Later entries:
37) CCCS(=O)(=O)N1CCCC(C(=O)NCCN2CCOCC2)C1 (stereo not drawn)
38) COc1ccc(CC(=O)NC(CC(=O)O)c2ccc(OC)cc2)cc1 (stereo not drawn)
39) COc1cccc(N2C(=O)CC(N3CCN(S(=O)(=O)c4ccccc4)CC3)C2=O)c1 (stereo not drawn)
40) O=S(=O)(NCCCN1CCN(c2ccccc2F)CC1)c1cccc2cccnc12
41) CCC(C(=O)NC(C)CCc1ccco1)n1nc(C)n2c(cc3occc32)c1=O (stereo not drawn)
42) S=c1[nH]nc(C23CC4CC(CC(C4)C2)C3)n1Cc1ccco1
assay / compound	37	38	39	40	41	42
VLA-4 antagonist	-8	-15	-18	-4	-4	-15
Prostate diff	9	3	10	11	17	13
Jurkat autofluor	1.1	0.86	1	0.97	1.1	1
VLA-4 allo ag	4	17	-2	1	1	-2

43) O=C(CC1SC(=Nc2ccccc2)N(CCCO)C1=O)Nc1ccc(Cl)cc1 (stereo not drawn)
44) COc1ccc(C2=CSC3=NCCN23)cc1F
45) COC(=O)c1ccc(NC(=O)C2CC(=O)N(c3cc(C)ccc3C)C2)cc1 (stereo not drawn)
46) O=C(CCCNS(=O)(=O)c1cccc2nsnc12)NCc1ccccc1
47) O=C(c1ccc2c(c1)OCO2)N1CCNc2ccccc2C1
48) CCn1ncc(C(=O)Nc2ccc(S(=O)(=O)N3CCCC3)cc2)c1C
assay / compound	43	44	45	46	47	48
VLA-4 antagonist	-6	-36	4	1	-4	2
Prostate diff	9	18	10	6	12	9
Jurkat autofluor	1.1	0.96	1.1	1.1	0.99	1
VLA-4 allo ag	-2	15	-4	-2	0	2

49) CCCC(=O)N(Cc1cc2ccccc2[nH]c1=O)c1ccccc1OC
50) Cc1cc(NC(=O)CSc2nnc(COc3ccccc3)o2)no1
51) CCCc1cc(=O)oc2c(C)c3occ(C)c3cc12
52) Cc1n[nH]c(C)c1S(=O)(=O)N1CCCC(C(=O)NCC2COc3ccccc3O2)C1 (stereo not drawn)
53) Cc1nc2sc(C(c3ccco3)N3CCN(c4cccc(Cl)c4)CC3)c(O)n2n1 (stereo not drawn)
54) Cc1ccc(N(CC(=O)NC2CCC(C)CC2)S(=O)(=O)c2cccnc2)cc1 (stereo not drawn)
assay / compound	49	50	51	52	53	54
VLA-4 antagonist	-16	-16	-2	-16	?	1
Prostate diff	21	4	7	11	5	9
Jurkat autofluor	1	1	1.1	1	1.1	1
VLA-4 allo ag	-5	6	-2	6	?	-1

55) Cc1cc(S(=O)(=O)N2CCCC2)c(C)s1
56) Cc1nc2cc(NC(=O)N3CC4(C)CC3CC(C)(C)C4)ccc2n1C (stereo not drawn)
57) Cc1ccc(-c2nc(CSCC(=O)N3CCCC3)c(C)o2)cc1
58) Nn1cnn(Cc2ccccc2)c1=S
59) Cc1cc(Nc2cc(C(=O)O)ccc2C)n2ncnc2n1
60) COc1ccc(C(=O)NC(C)c2nc3ccccc3n2C)cc1OC (stereo not drawn)
assay / compound	55	56	57	58	59	60
VLA-4 antagonist	5	-42	31	?	-8	-1
Prostate diff	10	12	12	6	6	8
Jurkat autofluor	1	1	1.1	1.1	1	1
VLA-4 allo ag	8	1	-1	?	5	1

61) COc1ccc(-n2c(Cc3cccn3C)nnc2SCC(=O)Nc2ccc(C)cc2)cc1
62) C=CCn1c(=N)n(CC(=O)OCC)c2ccccc21
63) CCOc1ccc(-c2cc(C(=O)N3CCN(c4ccccn4)CC3)c3ccccc3n2)cc1
64) Cc1ccc(Nc2nnns2)cc1C
65) Cc1ccccc1-c1nc(CN2CCC(C(=O)NCc3cccnc3)CC2)c(C)o1
66) Cc1c(C(=O)NCc2ccccc2)oc2c1C(=O)CCC2
assay / compound	61	62	63	64	65	66
VLA-4 antagonist	-1	-18	-25	-8	11	-4
Prostate diff	3	12	16	8	10	6
Jurkat autofluor	0.95	0.93	1	1.1	1.1	1
VLA-4 allo ag	3	-1	4	0	-1	1

67) CC1(C)OC(=O)C(=CNC(Cc2c[nH]c3ccccc23)C(=O)O)C(=O)O1 (stereo not drawn)
68) CCOc1cc2[nH]c(=S)n(CCCOC)c(=O)c2cc1OCC
69) O=C(CN1CCN(Cc2ccc(F)cc2)C1=O)NCc1cccs1
70) C=CCn1cc(C(=O)NCCCOC)c(=O)c2cc(S(=O)(=O)N3CCC(C)CC3)ccc21
71) CCOc1ccc(S(=O)(=O)Nc2cccc(Cl)c2)cc1
72) CCCCCCn1c(CN2CCCCC2C)nc2c1c(=O)n(C)c(=O)n2C (stereo not drawn)
assay / compound	67	68	69	70	71	72
VLA-4 antagonist	-3	-5	-1	12	-8	-3
Prostate diff	7	4	17	4	2	9
Jurkat autofluor	1.1	1	0.98	1.1	1	1.1
VLA-4 allo ag	3	10	1	-6	10	-9

73) CCCCOC(=O)CCc1c(C)[nH]c(=O)c(C#N)c1C
74) CC(C)OC(=O)C1C2C=CC3(CN(C(C)c4ccc(Br)cc4)C(=O)C13)O2 (stereo not drawn)
75) CC(C)Cc1cc(C(=O)Nc2c(F)cc(F)cc2Br)no1
76) C=CCOC(=O)c1sc(N2C(=O)c3oc4ccccc4c(=O)c3C2c2ccco2)nc1C (stereo not drawn)
77) CCOc1ccc(-n2c(Cc3cc(=O)[nH]c(=O)[nH]3)nnc2SCC(=O)OC)cc1
78) C[C@]12CC[C@@H]3c4ccc(O)cc4CC[C@H]3[C@@H]1CC[C@@H]2OC(=O)CCC(=O)O
assay / compound	73	74	75	76	77	78
VLA-4 antagonist	-1	-11	-2	20	-107	6
Prostate diff	12	5	4	4	14	4
Jurkat autofluor	1	0.93	1	1.2	0.93	1.1
VLA-4 allo ag	0	5	4	-2	7	-10

79) CCCCC(=O)O[C@H]1CC[C@H]2[C@@H]3CCc4cc(O)ccc4[C@H]3CC[C@]12C
80) COc1ccc(C2CC(=O)C3=C(C2)Nc2ccccc2N(C(=O)C2CC2)C3c2cccnc2)cc1OC (stereo not drawn)
81) CSc1cccc(NS(=O)(=O)c2ccc3c(c2)oc(=O)n3C)c1
82) O=[n+]1c2c(n([O-])c3c1CCCC3)CCCC2
83) COc1ccc(-n2nnnc2-c2cccc(OC)c2)cc1
84) CC(Sc1n[nH]c(=O)[nH]c1=O)C(=O)OCc1ccccc1 (stereo not drawn)
assay / compound	79	80	81	82	83	84
VLA-4 antagonist	-9	1	-8	-25	-12	4
Prostate diff	6	1	15	5	13	8
Jurkat autofluor	0.96	1	1.1	0.95	0.96	1
VLA-4 allo ag	10	-4	-3	2	0	-2

Screens deposited in PubChem BioAssay by NMMLSC.
